GPR7 antagonist: antagonists of human GPR7 (neuropeptides B/W receptor 1); P48145; GPR7-expressing cells, fluorescence antagonist assay; inhibition, % at 4.4 µM; hit rate 1.1% among 290,000; AID 1861; in the data active = inhibition above about 16%, passing the limit was not always enough;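 also: cells stimulated with the agonist NPW; 0% = agonist with vehicle and 100% = vehicle without agonist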
Target sequence (P48145 whole entry, looked up): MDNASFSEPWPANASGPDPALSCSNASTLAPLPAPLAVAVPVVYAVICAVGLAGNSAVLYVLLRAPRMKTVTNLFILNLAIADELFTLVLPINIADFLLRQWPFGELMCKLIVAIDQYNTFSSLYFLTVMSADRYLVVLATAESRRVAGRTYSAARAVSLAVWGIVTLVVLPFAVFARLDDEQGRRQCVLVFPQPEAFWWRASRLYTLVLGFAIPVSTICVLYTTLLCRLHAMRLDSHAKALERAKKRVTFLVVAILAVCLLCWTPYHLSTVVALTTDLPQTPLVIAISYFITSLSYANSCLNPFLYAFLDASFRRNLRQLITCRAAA
NALP1 yeast inh: inhibitors of NALP1 inflammasome in yeast | S. cerevisiae NALP1/ASC/caspase-1 growth, X-gal OD620, 72 h | inhibition, % at 10 µM | hit rate 0.61% among 280,000 | AID 2071; in the data active = inhibition mostly above about 24%, no sharp cut-off; inactive = mostly below about 32%; also: some compounds called inactive have numbers as strong as hits
PfM18AAP inh: PfM18AAP enzyme inhibition; hit rate 1.2% among 290,000; recombinant PfM18AAP, H-Glu-NHMec fluorogenic cleavage; AID 1822; inhibition, % at 7.35 µM;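 active = inhibition above the campaign mean inhibition over all tested compounds plus 3 SD, cut at about 28% in these data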;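 also: 0% = plate median of test compound wells and 100% = 2 mM ZnCl2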
OXTR ag: activates the human oxytocin receptor; P30559; CHO-OTR cells, Fluo-8 calcium fluorescence; normalized: DMSO 0%, oxytocin 100%; activation, % at 3 µM; hit rate 0.32% among 320,000;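 active = activation above the mean of all tested compounds plus 3 SD, cutoff set per screening run, cut at about 20% in these data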;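 also: peak over basal fluorescence ratio from a 100 s FLIPR kinetic read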
Target sequence (P30559 whole entry, looked up): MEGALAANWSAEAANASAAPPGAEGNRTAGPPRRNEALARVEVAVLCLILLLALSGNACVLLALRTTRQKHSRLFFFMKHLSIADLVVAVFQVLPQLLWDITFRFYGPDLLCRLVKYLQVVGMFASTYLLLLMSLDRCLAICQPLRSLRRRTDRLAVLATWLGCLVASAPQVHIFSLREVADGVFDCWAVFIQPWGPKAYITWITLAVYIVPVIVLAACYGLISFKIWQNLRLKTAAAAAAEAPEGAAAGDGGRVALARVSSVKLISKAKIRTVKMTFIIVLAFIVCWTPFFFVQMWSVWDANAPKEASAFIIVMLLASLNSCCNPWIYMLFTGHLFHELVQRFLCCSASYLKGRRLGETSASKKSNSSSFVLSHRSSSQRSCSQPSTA
MEKK2 WT-MEK5: raises or lowers MEK5 binding to wildtype human MEKK2 PB1 domain; Q9Y2U5; bead flow cytometry, Alexa488-MEK5 binding to MEKK2 WT; actives lie on both sides; binding response (% of control), % at 10 µM; hit rate 1.1% among 290,000; AID 1531; in the data active = binding response below about 67% or above about 130%
PHOSPHO1 inh: inhibitors of human PHOSPHO1 phosphatase; recombinant PHOSPHO1, absorbance phosphatase assay; inhibition, % at 13.3 µM; hit rate 1.1% among 290,000; in the data active = inhibition above about 60%
Target sequence (Q8TCT1 whole entry, looked up): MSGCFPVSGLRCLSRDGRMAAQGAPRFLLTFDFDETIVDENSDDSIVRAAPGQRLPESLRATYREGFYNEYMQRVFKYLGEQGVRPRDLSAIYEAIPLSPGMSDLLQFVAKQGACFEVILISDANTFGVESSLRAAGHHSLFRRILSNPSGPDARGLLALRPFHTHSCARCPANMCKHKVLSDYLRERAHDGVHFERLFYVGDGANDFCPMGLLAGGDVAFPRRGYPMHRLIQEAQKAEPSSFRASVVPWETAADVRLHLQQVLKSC
MEKK2 mut-MEK5: signal of MEK5 binding to mutant human MEKK2 PB1 domain; percent response, % at 10 µM; bead flow cytometry, Alexa488-MEK5 binding to MEKK2 mutant; hit rate 0.35% among 290,000; in the data active = percent response above about 24%, passing the limit was not always enough; also: inactives centre near 1; some results filed as inactive read as strong as hits; reference of the scale not given here
DNA FID counter: displaces DNA intercalator in HCV helicase counter-screen; inhibition, % at 7.9 µM; AID 1845; DNA fluorescent intercalator displacement, fluorescence; hit rate 0.17% among 290,000; in the data active = inhibition above about 37%;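 also: 0% = vehicle and 100% = reference compound; higher means more ethidium bromide displaced from hairpin DNA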
MEKK3 PB1 HTS: raises or lowers MEK5 binding to the human MEKK3 PB1 domain; bead-based flow cytometry, Alexa488-MEK5 binding to MEKK3; actives lie on both sides; 0 = blocked by unlabeled MEK5, 100 = vehicle; AID 1529; hit rate 1.4% among 290,000; binding response (% of control), % at 10 µM;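 active = binding response more than 3 SD above or below the average of its plate-row segment, actives on both sides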;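 also: Alexa488 bead fluorescence after subtracting the streptavidin-only scavenger bead signal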
Numbers without * were called inactive; nt = not tested or not shown. An unsorted share of the library; 6.2% or so of the library scored in one or more.

Results follow in this order: GPR7 antagonist	NALP1 yeast inh	PfM18AAP inh	OXTR ag	MEKK2 WT-MEK5	PHOSPHO1 inh	MEKK2 mut-MEK5	DNA FID counter	MEKK3 PB1 HTS
COc1ccccc1N1CCN(Cc2nc(N)nc(Nc3ccc(C)cc3)n2)CC1
 : -5	-7	-15	-1.5	100	-12	-2	-2	100
COC(=O)CCC(=O)OC1(C)C(=O)C2=CN(c3ccc(OC)cc3)C(c3ccc(OC)cc3)=CC2=C(Br)C1=O (stereo unspecified)
 : nt	nt	nt	-2.5	-6.0*	nt	-1	nt	87
CCOC(=O)CNC1CC(=O)N(c2ccc(Br)cc2)C1=O (stereo unspecified)
 : -7	18	-13	0.1	108	nt	9	-4	106
CC1CCCCC1NC(=O)CCCCn1c(=O)[nH]c2ccsc2c1=O (stereo unspecified)
 : -5	2	-7	0.8	107	35	5	-23	104
COC(=O)c1nc(NC(=S)NC(=O)c2cccs2)sc1C
 : -6	7	6	-0.4	99	33	-3	-3	99
COCCN(C(=O)Nc1ccccc1)c1ccccc1C
 : 9	2	-1	-0.9	103	-3	4	0	102
O=C(NCc1cccs1)c1noc2c1CCCC2
 : -7	-6	1	-0.4	94	-21	-3	-5	89
O=C(CSc1nc2c(c(=O)[nH]1)CCCC2)Nc1ccc(Cl)cc1F
 : -5	0	3	0.4	99	11	0	-3	98
CCN(CC)c1ccc(/C=C2/C(=O)ON=C2C)cc1
 : -3	32	16	5.1	122	9	13	-6	88
O=c1[nH]c(-c2ccccc2)cs1
 : 8	9	-3	1.6	96	-7	-3	-5	93

Record cards, from the list above.
Results for CCOC(=O)CNC1CC(=O)N(c2ccc(Br)cc2)C1=O (stereo unspecified) : GPR7 antagonist = -7; NALP1 yeast inh = 18; PfM18AAP inh = -13; OXTR ag = 0.1; MEKK2 WT-MEK5 = 108; PHOSPHO1 inh = nt; MEKK2 mut-MEK5 = 9; DNA FID counter = -4; MEKK3 PB1 HTS = 106
Results for COC(=O)c1nc(NC(=S)NC(=O)c2cccs2)sc1C : GPR7 antagonist = -6; NALP1 yeast inh = 7; PfM18AAP inh = 6; OXTR ag = -0.4; MEKK2 WT-MEK5 = 99; PHOSPHO1 inh = 33; MEKK2 mut-MEK5 = -3; DNA FID counter = -3; MEKK3 PB1 HTS = 99

More compounds follow:
Results follow in this order: GPR7 antagonist	NALP1 yeast inh	PfM18AAP inh	OXTR ag	MEKK2 WT-MEK5	PHOSPHO1 inh	MEKK2 mut-MEK5	DNA FID counter	MEKK3 PB1 HTS
CC(=O)Nc1ccc(S(=O)(=O)N2CCN(S(=O)(=O)N3CCCCCC3)CC2)cc1
 : 19*	30	-7	0.6	112	-17	7	-6	111
COc1cc(CO)ccc1OCc1nnnn1-c1ccc(C)cc1
 : -1	8	-2	0.2	112	29	-3	-10	115
COc1ccc(C(=O)NCc2cc(C(C)C)no2)cc1OC1CCN(C(C)C)CC1
 : -3	20	-7	-0.2	104	44	4	7	102
COc1ccc(-c2nnc3n2N=C(C)CS3)cc1
 : -1	8	4	-0.5	101	29	0	-2	101
COc1ccccc1C(O)(C(=O)N(NC(C)=O)c1ccccc1)c1ccccc1OC
 : 3	-3	0	nt	103	18	-2	-6	100
Cc1cccn2c(CN[C@H]3CCCCNC3=O)c(C(=O)N3CCOCC3)nc12
 : -15	-4	13	0.5	109	32	9	-9	105
O=C(CCN1C(=O)/C(=C/c2ccccc2F)SC1=S)NC1C=CS(=O)(=O)C1 (stereo unspecified)
 : -12	-22	22	7.2	101	34	3	-9	100
COc1ccc([N+](=O)[O-])cc1NC(=O)Cc1ccc(Cl)cc1
 : 13	10	-1	-0.1	99	-10	0	9	99
O=C(NCCCNC(=O)c1cccs1)c1cccs1
 : 9	3	5	-0.7	100	10	0	-2	96
O=C(O)c1cccc(NC(=O)c2cn(-c3ccccc3)nc2-c2ccncc2)c1
 : -8	10	-1	-0.6	100	44	-3	-34	103

Other structures follow.
Results follow in this order: GPR7 antagonist	NALP1 yeast inh	PfM18AAP inh	OXTR ag	MEKK2 WT-MEK5	PHOSPHO1 inh	MEKK2 mut-MEK5	DNA FID counter	MEKK3 PB1 HTS
COc1cccc(N=Nc2ccc3ccccc3c2O)c1
 : -5	23	-8	-1.0	100	39	-1	6	101
CC(=O)N1c2ccc(S(=O)(=O)N(C)CC(=O)Nc3ccccc3C)cc2CC1C (stereo unspecified)
 : -3	1	-5	3.0	98	1	-2	-32	102
CCc1ccc(N2CC(C)Cn3c2nc2c3c(=O)n(CCN3CCOCC3)c(=O)n2C)cc1 (stereo unspecified)
 : -7	-8	-1	-1.4	111	13	5	-4	104
COc1cc(C)c(S(=O)(=O)N2CCCC2)cc1C
 : -5	24	-13	-1.5	97	16	0	-9	98
CCC(=O)Nc1cccc(NC(=O)CSc2nnnn2C)c1
 : -5	10	2	-0.1	99	-12	1	-5	98
COc1ccc(OC(C)C(=O)NC(C)c2ccccc2)cc1 (stereo unspecified)
 : -8	30	-4	-1.8	96	42	-2	-14	96
CCOc1ccc(N(CC(=O)NC(C)C)C(=O)CCC(=O)Nc2ccccn2)cc1
 : -1	2	1	-0.3	107	-23	8	-32	103
CC(=O)NN1C(=O)c2ccccc2NC1c1ccc([N+](=O)[O-])o1 (stereo unspecified)
 : -18	4	3	0.0	106	-12	3	-1	101
CCOC(=O)C1C(=O)CC(C)(O)C(C(=O)OCC)C1c1ccc(OC)cc1 (stereo unspecified)
 : -3	17	4	-1.1	110	-26	3	-8	107
CCn1c(SCC(=O)NCCc2ccc(OC)c(OC)c2)nc2c1c(=O)n(C)c(=O)n2C
 : 5	-8	-6	0.3	103	5	1	-12	97

Reprinted from the part before: 4 entries; new compounds follow.
molecule	GPR7 antagonist	NALP1 yeast inh	PfM18AAP inh	OXTR ag	MEKK2 WT-MEK5	PHOSPHO1 inh	MEKK2 mut-MEK5	DNA FID counter	MEKK3 PB1 HTS
CCOc1ccc(N(CC(=O)NC(C)C)C(=O)CCC(=O)Nc2ccccn2)cc1	-1	2	1	-0.3	107	-23	8	-32	103
CC(=O)NN1C(=O)c2ccccc2NC1c1ccc([N+](=O)[O-])o1 (stereo unspecified)	-18	4	3	0.0	106	-12	3	-1	101
CCOC(=O)C1C(=O)CC(C)(O)C(C(=O)OCC)C1c1ccc(OC)cc1 (stereo unspecified)	-3	17	4	-1.1	110	-26	3	-8	107
CCn1c(SCC(=O)NCCc2ccc(OC)c(OC)c2)nc2c1c(=O)n(C)c(=O)n2C	5	-8	-6	0.3	103	5	1	-12	97
CCOC(=O)N1CCN(Cc2nc3c(c(=O)n(C)c(=O)n3C)n2Cc2cccc3ccccc23)CC1	nt	21	nt	2.3	106	0	5	nt	102
O=C(N/N=C/c1cccc([N+](=O)[O-])c1)c1ccncc1	-6	-8	1	0.1	104	20	12	-2	107
CC(C)OC(=O)/C(=C\c1ccccc1)NC(=O)c1ccccc1	2	-5	-20	-1.3	95	13	-3	-5	102
CC1CCCN(c2nc3c(c(=O)[nH]c(=O)n3C)n2CCCc2ccccc2)C1 (stereo unspecified)	-5	nt	4	-0.7	103	10	-3	2	100
CCCCCCN1Cc2ccccc2C1	-12	-4	-4	-0.1	97	48	-2	10	96
O=C(Nc1cccc(F)c1)c1ccc(S(=O)(=O)N2CCCCC2)cc1	-18	7	0	3.9	101	34	2	-25	103
CCn1ccnc1CN(C)Cc1nc(-c2ccc(C(=O)OC)cc2)no1	-17	nt	2	3.9	99	60*	-1	2	101
CC(=O)c1ccc(NC(=O)CSc2nccn2CCc2ccccc2)cc1	13	10	-4	4.6	103	47	5	-16	102
Cc1ccc(OCC(=O)NCC(=O)Nc2ccc(F)cc2)c([N+](=O)[O-])n1	-10	27	-11	0.1	107	1	-2	2	102
CCCC(CCC)C(=O)Nc1cccc(C(=O)O)c1	0	17	7	0.1	98	12	2	-1	103
CCN(CC)S(=O)(=O)c1ccc(/C=C/C(=O)OCC(=O)Nc2ccc(S(N)(=O)=O)cc2)cc1	7	30	-3	-0.3	85	13	-6	-11	77
COc1ccc(C2C3=C(CCCC3=O)Nc3nc(C(F)(F)F)nn32)cc1OC (stereo unspecified)	-7	22	2	0.9	105	12	6	1	102
Cc1ccccc1OCC(=O)Nc1ccc(C(N)=O)cc1	-19	2	0	1.4	114	0	16	-2	110
Cc1cc2cc(C(c3nnnn3Cc3ccco3)N3CCc4ccccc4C3)c(=O)[nH]c2cc1C (stereo unspecified)	-6	12	13	-0.2	94	-42	3	-16	104
N#Cc1ccccc1COc1cccc2c1CCCC2O (stereo unspecified)	-6	27	-10	-1.5	106	24	4	-14	104

Following part
molecule	GPR7 antagonist	NALP1 yeast inh	PfM18AAP inh	OXTR ag	MEKK2 WT-MEK5	PHOSPHO1 inh	MEKK2 mut-MEK5	DNA FID counter	MEKK3 PB1 HTS
COc1ccc(CNC(=O)c2nnn(-c3cccc(C(F)(F)F)c3)c2N)cc1	-6	14	1	2.7	88	7	-11	-11	97
Cc1ccccc1NC(=O)CCc1c(C)nn(-c2ccc(N3CCOCC3)nn2)c1C	-15	8	1	1.0	102	2	2	-35	100
O=C(CCN1CCN(c2ccc(F)cc2)CC1)Nc1ccccc1F	-4	9	-11	-0.6	100	-1	2	-6	102
O=C(CCC(=O)c1ccc(-c2ccccc2)cc1)Nc1cccnc1	-10	nt	-2	3.0	101	13	-19	-14	97
Cc1ccc(-c2csc3ncn(CC(=O)N4CCOCC4)c(=O)c23)cc1C	-14	-13	1	-0.3	112	11	3	-26	105
COCCNC(=O)COc1ncnc2scc(-c3ccc(F)cc3)c12	-11	8	-1	-0.8	127	16	6	1	143*
Cc1ccc(N(C=NC#N)CC(=O)N2CCN(c3ccccc3)CC2)cc1	0	16	3	-0.8	104	-16	4	-14	100
CC(C)c1ccc(C(O)Cc2nc3ccccc3n2C)cc1 (stereo unspecified)	0	nt	-6	-2.5	79	17	-9	-12	77
COc1ccc(CN(C)C(=S)Nc2ccc(OC(F)F)cc2)cc1	-6	7	-3	1.2	102	5	5	-4	100
COC(=O)CN1C(=O)[C@H]2[C@@H](/C=C/c3ccccc3)N3C(=O)CN(Cc4ccccc4)C(=O)[C@@]3(C)[C@H]2C1=O	-12	11	-6	0.9	107	-13	3	-24	101
COc1ccc(-c2cc(CC3(C(=O)O)CCN(C(=O)OC(C)(C)C)CC3)on2)c(OC)c1	-6	10	0	-0.4	97	-7	7	-37	100
N=c1ccn(CC(=O)c2ccc(-c3ccccc3)cc2)cc1	-12	7	-1	0.5	119	4	7	23	101
N/C(=N\OC(=O)c1ccc(F)cc1)c1ccc(Br)cc1	1	-3	-4	-0.1	97	23	4	0	99
COc1cc(C(=O)NCc2nc(C)cs2)ccc1OC1CCN(C(C)=O)CC1	-17	-1	4	-0.3	109	47	6	-21	105
CCN(CC)c1nc2c3c(nc4c(c3c1C#N)CC(=O)N4c1ccc(Cl)cc1)NC(C)=N2	-9	25	0	-0.4	83	-14	-1	7	102
O=C(NC1CCCC1)C(c1cccnc1)N(CCc1ccccc1)C(=O)c1ccco1 (stereo unspecified)	-2	18	2	-1.1	91	45	-9	-26	97
COc1ccc(/C=N/NC(=S)Nc2c(C)n(C)n(-c3ccccc3)c2=O)cc1OC	-12	0	15	-0.9	93	19	-5	-27	92
COCCNC(=O)c1cccc(OC2CCN(Cc3ccc(Cl)c(F)c3)CC2)c1	-7	0	1	1.1	103	nt	7	-3	102
